# Compound activity (PubChem BioAssay)
# TEAD-YAP inh: TEAD-YAP interaction inhibition. HEK-TIYL cells, TEAD-Gal4/YAP UAS-luciferase luminescence. inhibition, % at 9.12 µM. 640,000 tested, 1.4% active. AID 1259422; in the data active means inhibition above about 32%;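 further: 0% = median of test compound wells and 100% = reference inhibitor wells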
# MITF inh: human MITF inhibition, primary screen; inhibition, % at 2.6 µM; 650,000 tested, 0.91% active; AlphaScreen MITF homodimerization, bead proximity signal; in the data active means inhibition above about 50%;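 further: 0% = vehicle wells with protein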
# Target sequence (O75030 whole entry, looked up): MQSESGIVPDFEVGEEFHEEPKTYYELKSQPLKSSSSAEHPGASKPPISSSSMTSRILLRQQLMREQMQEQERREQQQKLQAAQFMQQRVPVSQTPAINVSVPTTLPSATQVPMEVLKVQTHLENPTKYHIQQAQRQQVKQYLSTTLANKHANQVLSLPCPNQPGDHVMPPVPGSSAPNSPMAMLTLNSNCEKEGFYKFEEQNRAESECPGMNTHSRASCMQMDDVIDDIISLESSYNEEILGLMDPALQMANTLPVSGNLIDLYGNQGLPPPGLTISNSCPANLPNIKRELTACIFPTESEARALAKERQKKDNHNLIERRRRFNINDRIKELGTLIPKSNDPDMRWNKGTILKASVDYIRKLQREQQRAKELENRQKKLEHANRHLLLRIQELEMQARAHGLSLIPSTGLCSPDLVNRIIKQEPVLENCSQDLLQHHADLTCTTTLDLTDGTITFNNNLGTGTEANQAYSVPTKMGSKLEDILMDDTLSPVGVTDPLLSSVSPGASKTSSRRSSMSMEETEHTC
# FBW7 activator: human FBW7 E3 ligase activation, primary screen; Q969H0; AlphaScreen FBW7–phospho-cyclin E peptide binding, activator screen; normalized activity (activation), % at 26.1 µM; 650,000 tested, 0.13% active; AID 1259310; in the data active means normalized activity above about 1.9%;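 further: purified mutant Fbw7 with reduced substrate affinity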
# GPR151 activ: activates the human receptor GPR151; 650,000 tested, 1% active; Q8TDV0; PathHunter beta-arrestin GPR151 cells, luminescence; activation, % at 11.2 µM; AID 1508602; in the data active means activation above about 4.9%;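 further: 0% = median of compound wells and 100% = cells with positive control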
# Target sequence (Q8TDV0 whole entry, looked up): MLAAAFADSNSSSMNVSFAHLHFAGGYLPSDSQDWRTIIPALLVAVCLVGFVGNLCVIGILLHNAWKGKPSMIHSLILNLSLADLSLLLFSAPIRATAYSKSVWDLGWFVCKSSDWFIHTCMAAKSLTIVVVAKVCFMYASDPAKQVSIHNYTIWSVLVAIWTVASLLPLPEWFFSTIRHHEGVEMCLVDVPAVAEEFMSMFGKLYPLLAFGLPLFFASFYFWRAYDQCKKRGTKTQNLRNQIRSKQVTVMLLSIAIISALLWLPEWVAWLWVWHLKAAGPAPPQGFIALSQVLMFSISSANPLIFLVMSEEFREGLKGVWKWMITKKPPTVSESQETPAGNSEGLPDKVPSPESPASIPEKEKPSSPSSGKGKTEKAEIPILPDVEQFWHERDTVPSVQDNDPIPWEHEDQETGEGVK
# Active calls of the source: *.
SMILES,TEAD-YAP inh,MITF inh,FBW7 activator,GPR151 activ
CCOC(=O)CCCSc1nnc(-c2ccc3[nH]c(C)c(C)c3c2)n1CC,1,15,0.1,-2.0
CCOc1ccc(N(C(C)C(=O)Nc2ccc(Br)cc2)S(C)(=O)=O)cc1 (centres undefined),2,8,0.4,-1.7
COc1cccc(C(=O)N2CCN3C(=O)[C@H](CC(C)C)N(C)C(=O)[C@H]3C2)c1,2,3,0.1,2.1
CNS(=O)(=O)c1cc(-c2nnc3c4ccccc4c(C)nn23)ccc1OC,-6,-6,0.1,-0.2
O=c1cc(CO)oc(CN2CCN(c3ncccn3)CC2)c1O,-4,18,-0.1,-0.3
Cc1cc(NCCOc2ccccc2)nc(-c2ccc(C(=O)N3CCN(C)CC3)cc2)n1,0,4,-0.1,1.2
Cc1cc(C)n2nc(SCC(=O)N(C)C)nc2n1,2,-13,0.0,-0.2
O=C(CCC1(Cc2ccco2)CCC(=O)N1)NCCC(c1ccccc1)c1ccccc1 (centres undefined),-6,-6,-0.1,-0.3
CC(C)(C)NC(=O)COc1ncnc2sccc12,-1,-4,0.0,0.8
Cc1ccc2nc(-c3ccc(NC(=S)NC(=O)c4ccccc4)cc3)oc2c1,-58,-1,0.3,-1.3
CC(C)(C)C(=O)COC(=O)c1cccc(NC(=O)c2ccco2)c1,-1,-8,-0.1,-0.3
CCOCCCN(CC(=O)NC1CCCC1)C(=O)C(=O)Nc1ccc2c(c1)OCCO2,-1,5,-0.1,0.0
Cc1ccc(C)c(N2CCN(S(=O)(=O)c3ccc4c(c3)CCC(=O)N4)CC2)c1,4,-2,-0.1,1.0
COc1ccc(-c2nnc(C3CCCN(C(=O)Nc4ccccc4OC)C3)s2)cc1 (centres undefined),-39,4,-0.1,-1.1
COc1ccccc1C(=O)NCc1nc(-c2cccc(C)c2)no1,-8,-5,0.4,0.9
C=CCCC1(C)NNc2nc(=O)c(C)nn21 (centres undefined),-15,31,-1.2,0.8
O=C(Nc1cc(-c2ccncc2)c[nH]c1=O)c1ccc2c(c1)OCCO2,-18,4,-0.1,0.7
OC(CNc1cccc(Cl)c1)Cn1c2ccc(Cl)cc2c2cc(Cl)ccc21 (centres undefined),-11,4,-0.1,-1.1
Clc1ccc(C2C=C(c3ccccc3)Nc3nnnn32)cc1 (centres undefined),-1,6,-0.1,0.7
Cc1ccc(NC(=O)c2c(O)c3ccccc3[nH]c2=O)nc1,-4,-8,0.1,-0.5
CCC(C)Nc1nc2c(C)cccn2c(=O)c1C=Nc1ccc([N+](=O)[O-])cc1 (centres undefined),-14,7,0.1,-1.0
N#CC1(C#N)[C@H](c2ccc(Cl)c(Cl)c2)[C@@H](C(=O)C23CC4CC(CC(C4)C2)C3)N2c3ccccc3C=C[C@@H]21,13,12,0.1,1.4
O=C(Nc1ccc(SC(F)F)cc1)c1cccc([N+](=O)[O-])c1,-16,18,0.7,-0.2
N#Cc1c(NC(=O)CN2CCN(c3ccccc3F)CC2)sc2c1CCCC2,-16,-4,-0.1,6.6*
O=C(Cc1ccc([N+](=O)[O-])cc1)N/N=C/c1cccs1,5,18,0.0,0.1
Cc1c(C)n2c3c(=O)n(CC(N)=O)c(=O)n(C)c3nc2n1-c1cccc(Cl)c1,6,2,0.0,-1.4
O=C(CNC(=S)N(Cc1ccccc1)Cc1cccs1)NCc1ccc2c(c1)OCO2,-5,-1,0.0,0.2
CC(C)COC(=O)NC(C(F)(F)F)C(F)(F)F,15,1,0.1,1.0
Cc1cc(NCc2cccc(C(F)(F)F)c2)nc(-c2c(C)nn(C)c2C)n1,-16,1,-0.1,-0.1
Cn1c(=O)c2c(nc3n2CC(C24CC5CC(CC(C5)C2)C4)=NN3Cc2ccccc2)n(C)c1=O,-2,5,-0.1,-0.5

# Quoted at random: 4 entries already listed
SMILES,TEAD-YAP inh,MITF inh,FBW7 activator,GPR151 activ
Cc1c(C)n2c3c(=O)n(CC(N)=O)c(=O)n(C)c3nc2n1-c1cccc(Cl)c1,6,2,0.0,-1.4
O=C(CNC(=S)N(Cc1ccccc1)Cc1cccs1)NCc1ccc2c(c1)OCO2,-5,-1,0.0,0.2
N#CC1(C#N)[C@H](c2ccc(Cl)c(Cl)c2)[C@@H](C(=O)C23CC4CC(CC(C4)C2)C3)N2c3ccccc3C=C[C@@H]21,13,12,0.1,1.4
O=C(Cc1ccc([N+](=O)[O-])cc1)N/N=C/c1cccs1,5,18,0.0,0.1

# Next part
SMILES,TEAD-YAP inh,MITF inh,FBW7 activator,GPR151 activ
Cc1nc(N2CCN(c3cccc(Cl)c3)CC2)c2c(C)c(C)sc2n1,-3,-15,-0.2,-0.3
O=C(O)c1cc(=O)c(O)c2c(O)c(O)c(O)cc2c1,-1,89*,-0.2,0.2
CCCN1C(=O)NC2(CCN(S(=O)(=O)CCC)CC2)C1=O,-1,7,0.8,-1.6
O=C(NCc1cccc(F)c1)N1CCC2(CC1)OCc1ccccc1O2,-4,16,0.0,2.7
CCOC(=O)CCCC(=O)N1CCOCCN(C(=O)CCCC(=O)OCC)CCOCC1,4,13,0.0,-0.5
CCOc1ccc2[nH]c(=O)c(CN(CCO)C(=O)CC)cc2c1,-1,10,0.0,0.1
O=C(Nc1c2c(nn1-c1ccc(F)cc1)CSC2)C1CCCCC1,1,5,0.1,1.5
CCC(C)NC(=O)c1ccc([N+](=O)[O-])c(Cl)c1 (centres undefined),7,3,0.0,0.4
COCCCN1C(=O)/C(=C\c2ccc(SC)cc2)C(C(=O)OC)=C1C,-5,5,-0.3,-1.0
O=c1oc(-c2cccc(-c3nc4cc(Cl)ccc4c(=O)o3)c2)nc2cc(Cl)ccc12,4,10,0.1,-1.5
Cc1sc2ncn(CC(=O)NCCCC(=O)NCc3ccc(F)cc3)c(=O)c2c1C,7,2,0.1,1.9
CCCCC1CCC(C(=O)Oc2ccc(-c3ccccc3)cc2)CC1 (centres undefined),7,-6,-0.1,-0.6
CCN(CC)c1ccc(S(=O)(=O)N(CC)CC)cc1N,1,-4,-0.1,0.2
CSc1nc(C(=O)NCC2Cc3c(F)ccc(-c4ccncc4)c3O2)cs1 (centres undefined),0,7,-0.2,0.0
Cc1nnc2c(Nc3cccc(O)c3)nc3ccccc3n12,9,8,-0.2,-0.7
O=C(OCc1cccc([N+](=O)[O-])c1)c1ccco1,-5,8,0.4,-1.5
C=CCNC(=O)CN1CCC(n2cnc3cccnc32)CC1,-8,2,-0.1,0.5
Cc1ccc(C)c(S(=O)(=O)NCCO)c1,4,-24,-0.1,-0.6
C=CCC/C(C)=N\NC(=O)c1ccccc1[N+](=O)[O-],0,24,-0.1,1.3
CC1(C)Oc2ccc(C(=O)NC3CCCCC3)cc2N(CC(=O)NC2CCCCC2)C1=O,-9,-5,-0.1,0.0
CN(C)c1ccc(/C=N/NC(=O)c2cccc(Br)c2)cc1,-51,-2,-0.1,-3.6
CC(=O)NCCn1c(SCC(=O)NCCc2ccc(S(N)(=O)=O)cc2)nc2ccccc2c1=O,16,12,0.7,2.3
CNc1ccc(S(=O)(=O)NCC(=O)NC2CCCCCC2)cc1[N+](=O)[O-],-7,3,-0.1,-0.8
O=C(NN1C(=O)C=CC1=O)c1cccc(Br)c1,-16,-5,0.4,-0.3
CCCCN(C)c1nnc(NC(=O)Nc2ccc(Br)c(C)c2)s1,-5,-6,0.1,-1.0
COc1cc(Nc2nc(Nc3ccc(N4CCOCC4)cc3)ncc2C)cc(OC)c1OC,66*,2,-0.3,-0.4
Clc1ccc(CN2CCc3nnc(C4CCCO4)n3CC2)cc1 (centres undefined),-5,9,0.0,3.1
CCOC(=O)N1CCN(c2ncnc3c2c(-c2ccccc2)cn3-c2cccc(Cl)c2)CC1,4,16,0.3,-2.5
C=CCn1c(-c2ccoc2)n[nH]c1=S,-1,-3,0.1,0.4
CCN(CC)c1nc(Nc2ccccc2)nc(N2CCC(N3CCOCC3)CC2)n1,-3,5,0.0,-1.1
CCCC(=O)Nc1ccc(N2CCN(C(=O)C(C)C)CC2)c(Cl)c1,3,-3,0.0,3.7
Cc1cccc(C)c1NC(=O)/C=C/c1cccc([N+](=O)[O-])c1,3,19,0.0,0.4
Cc1ccc(CCN2CC(C(=O)NCc3ccco3)CC2=O)cc1 (centres undefined),-10,-7,-0.1,-0.2
COC(=O)C1CCN(C(=O)c2ccccc2)CC1,-14,-3,-0.1,0.4
COC(=O)C1=C(C)NC(=S)NC1c1cn(-c2ccccc2)nc1-c1ccc(F)cc1 (centres undefined),-2,-20,0.4,1.0
O=C(/C=C/c1ccc(Cl)cc1Cl)NCCNc1ccc(C(F)(F)F)cc1[N+](=O)[O-],8,12,0.1,-0.3
COc1ccc2o/c(=N/NC(N)=S)c(C(N)=O)cc2c1,-36,-13,-0.2,0.1
Cc1nc2c(C(=O)N3CCc4ccccc4C3)cnn2c(C)c1Cc1ccc(Cl)cc1,-3,2,-0.1,0.6
COc1ccc(OCCCn2c(=O)oc3ccccc32)cc1,-24,-4,0.6,1.4
CC(C)Oc1ccc(C(=O)NCc2ccccc2)cc1,-22,12,2.5*,-1.0
COCCNc1nc(-c2ccccc2OC)ccc1C(=O)NCCc1ccccn1,-1,-2,0.1,2.4
COc1ccc(-c2cc(O)cc(O)c2)cc1,34*,-12,0.2,0.3
COC(=O)c1cc(C(=O)NCc2ccc(Cl)cc2)cc([N+](=O)[O-])c1,3,4,-0.1,-0.7
CC1(C)CC(=O)c2cnc(NC(=O)Nc3ccc(Cl)c(Cl)c3)nc2C1,13,20,0.1,-0.4
COc1cccc(NC(=O)CCc2c(C)nc3nc(CN)nn3c2C)c1,5,6,-0.1,-0.1
O=c1oc(-c2cccnc2)nn1Cc1ccncc1,10,-4,0.3,0.3
COc1ccccc1CNC(=O)[C@@H](NC(=O)c1ccc(C)cc1)C(C)C,-4,-1,-0.1,-2.1
Nc1ccc(S(=O)(=O)O)cc1.Nc1ccc(S(=O)(=O)O)cc1.[Zn+2],-4,11,0.2,0.7
CCc1ccc(C(=O)CC2(O)C(=O)N(CCCC#N)c3ccccc32)cc1 (centres undefined),-2,0,0.5,0.8
CN1CCN(/N=C/c2c(O)ccc3ccccc23)CC1,-7,26,-0.1,-0.5
# Further structures:
SMILES,TEAD-YAP inh,MITF inh,FBW7 activator,GPR151 activ
CC(=O)Nc1ccc(N2C(=O)C(=O)/C(=C(/O)c3ccccc3)C2c2ccccc2)cc1 (centres undefined),-4,17,0.1,-0.8
Cc1nc(C(=O)NCC2Cc3cc(F)cc(-c4cccnc4)c3O2)cs1 (centres undefined),8,-24,-0.1,0.5
CCOc1ccccc1NC(=O)CN1C(=O)C2(SCC(=O)N2c2ccc(F)cc2)c2ccccc21 (centres undefined),0,-5,-0.1,-0.2
Cc1cccc(NC(=O)c2cc([N+](=O)[O-])ccc2N2CCCCCC2)n1,-14,-1,-0.3,-2.3
COc1ccccc1-c1cnn2ccc(NCCN(C)C)nc12,8,-5,-0.1,1.4
CCC(C)(CC(=O)O)CC(=O)N1CCC2(CC1)NCCc1c2[nH]c2ccc(Cl)cc12 (centres undefined),-10,22,-0.2,0.3
CCC(C(=O)Nc1nc2c(s1)C(=O)CC(C)(C)C2)c1ccccc1 (centres undefined),5,-1,0.5,0.1
COc1ccc(C)cc1Nc1cnn(C23CC4CC(CC(C4)C2)C3)c(=O)c1Cl,10,4,-0.5,1.7
CCCCCOc1ccc(N2C(=O)CSC2c2ccc(C(C)(C)C)cc2)cc1 (centres undefined),-5,-4,0.8,-0.1
Cc1cc(C)c(NC(=O)CS)c(Cl)c1,10,7,0.1,-0.7
COCCNc1oc(-c2cccs2)nc1C#N,-3,4,0.5,3.5
CC1CCCCC1NC(=O)CSc1nncn1N (centres undefined),11,-4,-0.2,-0.5
CCCc1nn(CC(N)=O)c(=O)c2cc3ccsc3n12,2,-7,-0.1,1.0
Cc1ccc(C2C(=O)N(C3CCCCC3)CC(=O)N2C2CCCC2)cc1 (centres undefined),-6,3,-0.1,0.3
CSc1ccc(/C=N/NC(=O)CN2CCCCCCC2)cc1,2,33,0.3,0.6
Cc1c(O)ccc(-c2[nH]ncc2Oc2ccccc2)c1O,-15,-9,-0.1,1.2
CC(=O)c1ccc(-c2nnc(CCC(=O)NCCc3ccco3)o2)s1,-6,-7,0.0,-0.6
Cc1cccnc1C(c1ccccc1)N(C)C(=O)C1CCN(S(C)(=O)=O)CC1 (centres undefined),-5,-1,0.1,0.5
COC(=O)Cn1c(=NC(=O)c2ccc(F)cc2)sc2cc(OC)ccc21,-7,-1,-0.1,-1.4
COc1ccc(C2=N/C(=C\C=C\c3ccccc3)C(=O)O2)cc1,1,12,0.0,-0.7

# Profiles, looked up by structure.
# `COCCNc1oc(-c2cccs2)nc1C#N` in the list: TEAD-YAP inh = -3; MITF inh = 4; FBW7 activator = 0.5; GPR151 activ = 3.5
# `Cc1c(O)ccc(-c2[nH]ncc2Oc2ccccc2)c1O` in the list: TEAD-YAP inh = -15; MITF inh = -9; FBW7 activator = -0.1; GPR151 activ = 1.2
# `CCCc1nn(CC(N)=O)c(=O)c2cc3ccsc3n12` in the list: TEAD-YAP inh = 2; MITF inh = -7; FBW7 activator = -0.1; GPR151 activ = 1.0

# Additional structures follow:
SMILES,TEAD-YAP inh,MITF inh,FBW7 activator,GPR151 activ
COC(=O)Cn1c(O)c(N=NC(=O)c2cc(C)[nH]n2)c2ccccc21,0,26,0.2,2.3
COc1cccc(-c2noc(COc3cc(C)cc(C)c3)n2)c1,2,-10,0.0,0.9
CCCc1cc(=O)[nH]c2nnc(SCC(=O)Nc3ccccc3C(=O)OCC)n12,-7,-2,0.1,-1.2
O=C(CN1CC[n+]2c(-c3cccs3)csc21)c1ccccc1,32*,9,0.0,0.0

# The order is random; 3.4% or so of the library scored in one or more.
